Screening data (PubChem BioAssay)
M5 antag: human M5 muscarinic receptor antagonists, primary screen, CHO cells, Fluo-8 calcium fluorescence. Muscarinic acetylcholine receptor M5 (Homo sapiens), P08912. CHO-hM5 cells, ACh EC80. inhibition, % at 3 µM. hit rate 0.59% among 360,000;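 active = inhibition above a per-plate cutoff, the mean of that plate's test compounds plus 3 SD, cut at about 27% in these data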;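 also: 0% = acetylcholine EC80 with DMSO and 100% = DMSO without agonist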
Target sequence (P08912 whole entry, looked up): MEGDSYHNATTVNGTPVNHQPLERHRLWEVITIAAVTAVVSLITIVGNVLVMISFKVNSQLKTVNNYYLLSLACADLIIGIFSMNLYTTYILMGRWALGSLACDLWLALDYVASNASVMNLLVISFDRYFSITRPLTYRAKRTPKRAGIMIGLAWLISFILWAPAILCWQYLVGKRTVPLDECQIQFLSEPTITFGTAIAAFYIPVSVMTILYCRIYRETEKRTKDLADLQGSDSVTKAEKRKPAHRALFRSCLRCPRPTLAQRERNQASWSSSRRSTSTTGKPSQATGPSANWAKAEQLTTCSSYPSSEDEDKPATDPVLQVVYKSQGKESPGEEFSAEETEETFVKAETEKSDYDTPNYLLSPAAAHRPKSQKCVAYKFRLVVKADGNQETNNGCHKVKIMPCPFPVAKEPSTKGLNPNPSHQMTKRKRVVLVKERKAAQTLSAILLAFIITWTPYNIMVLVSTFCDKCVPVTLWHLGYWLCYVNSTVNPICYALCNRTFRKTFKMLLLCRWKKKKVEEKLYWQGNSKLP
IDE cell inh: human IDE inhibitors in live cells, primary screen, fluorescence polarization, HEK cells, FAbetaB substrate | hit rate 0.41% among 320,000 | Insulin-degrading enzyme (Homo sapiens), P14735 | FAbetaB cleavage | inhibition, % at 5.59 µM;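 active = percent inhibition above the average of all tested compounds plus 3 SD, set per screening campaign, cut at about 16% in these data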;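 also: IDE supplied by intact live HEK cells; FP after avidin binding of uncleaved biotin substrate so inhibition keeps polarization high; 0% = DMSO wells and 100% = 60 µM reference IDE inhibitor Ii1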
M5 ag: human M5 muscarinic receptor agonists, primary screen, CHO-K1 cells, Fluo-8 calcium fluorescence; CHO-K1 hM5 cells; 0% DMSO wells, 100% maximal acetylcholine response; AID 624037, 2012; hit rate 0.19% among 360,000; activation, % at 3 µM; Muscarinic acetylcholine receptor M5 (Homo sapiens), P08912;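 active = activation above the run's mean over test compounds plus 3 SD, cut at about 23% in these data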;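 also: signal is peak over basal fluorescence ratio across the kinetic read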
CHRM4 PAM: human M4 muscarinic receptor positive allosteric modulators, primary screen, CHO-K1 cells, Fluo-8 calcium fluorescence; Muscarinic acetylcholine receptor M4 (Homo sapiens), P08173; CHO-K1 hM4/Gqi5, ACh EC20; 0% = ACh EC20, 100% = maximal ACh; activation, % at 3 µM; hit rate 0.4% among 360,000; AID 624126, 2012;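 active = activation above its plate's cutoff, the mean activation of sample wells plus 3 SD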; also: some results filed as inactive read as strong as hits
Target sequence (P08173 whole entry, looked up): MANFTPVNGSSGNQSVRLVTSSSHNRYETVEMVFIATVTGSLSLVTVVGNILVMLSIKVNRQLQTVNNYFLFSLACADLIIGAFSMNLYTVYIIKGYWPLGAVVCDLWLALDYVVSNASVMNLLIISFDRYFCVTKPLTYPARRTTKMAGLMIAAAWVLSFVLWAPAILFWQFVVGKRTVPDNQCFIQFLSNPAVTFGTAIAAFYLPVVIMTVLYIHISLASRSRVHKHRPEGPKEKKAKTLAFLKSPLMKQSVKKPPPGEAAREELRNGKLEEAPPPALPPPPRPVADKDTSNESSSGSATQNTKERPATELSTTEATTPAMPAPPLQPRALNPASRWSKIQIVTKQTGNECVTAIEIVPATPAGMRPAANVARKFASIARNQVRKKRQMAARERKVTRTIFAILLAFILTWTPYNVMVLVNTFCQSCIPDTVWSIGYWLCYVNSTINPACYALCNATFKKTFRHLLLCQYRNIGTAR
CHRM5 PAM: human M5 muscarinic receptor positive allosteric modulators, primary screen, CHO-K1 cells, Fluo-8 calcium fluorescence | hit rate 0.3% among 360,000 | AID 624038, 2012 | activation, % at 3 µM | CHO-K1 hM5, ACh EC20 PAM; 0% = ACh EC20, 100% = ACh EC100;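 active = activation above the run cutoff, the mean activation of all test compounds plus 3 SD, cut at about 18% in these data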
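System: CHO-K1 cell line with stable human muscarinic M5 receptor expression | Also added: EC20 acetylcholine as agonist stimulus | Compound: One concentration, 3 µM final (nominal) | Timing: Fluo-8 loading 80 min at 37 °C plus 30 min room temperature | Measured by: Fluo-8 calcium dye fluorescence, kinetic read | Read-out basis: % activation, ACh-normalized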
M4 antag: human M4 muscarinic receptor antagonists, primary screen, CHO cells, Fluo-8 calcium fluorescence; Muscarinic acetylcholine receptor M4 (Homo sapiens), P08173; CHO-hM4 cells, ACh EC80; inhibition, % at 3 µM; hit rate 0.73% among 360,000;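 active = inhibition above its plate's cutoff, the mean inhibition of sample wells plus 3 SD, cut at about 27% in these data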;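 also: 0% = acetylcholine EC80 with DMSO and 100% = DMSO without agonist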
CRFR2-BP ag: agonists of CRF-BP/CRF-R2 complex, primary screen, cell-based, HEK293, calcium dye fluorescence, uHTS; CRF-binding protein / CRF receptor 2 complex (human); activation, % at 13.2 µM; calcium dye fluorescence (FLIPR); percent of saturating CRF peptide response; hit rate 0.46% among 350,000;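 active = activation of at least 50%, plus an integration ratio under a set limit after plate pattern correction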;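 also: plate controls were neutral control wells without compound for no effect and CRF at EC100 for full effect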
M4 ag: human M4 muscarinic receptor agonists, primary screen, CHO-K1 cells, Fluo-8 calcium fluorescence; CHO-K1 hM4/Gqi5; vehicle 0%, full acetylcholine response 100%; Muscarinic acetylcholine receptor M4 (Homo sapiens), P08173; hit rate 0.14% among 360,000; activation, % at 3 µM;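 active = activation above the run mean over all test wells plus 3 SD, cut at about 32% in these data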;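 also: peak over basal fluorescence ratio per well then scaled between controls; 0% = DMSO wells and 100% = acetylcholine at EC100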
CRFR2-BP antag: antagonists of CRF-BP/CRF-R2 complex, primary screen, cell-based, HEK293, calcium dye fluorescence, uHTS; inhibition, % at 11.8 µM; hit rate 0.59% among 350,000; CRF-induced calcium fluorescence;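 active = inhibition of the ligand-induced calcium signal above about 50% at the single tested concentration, limit read from the data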
* hit, by the source's call; x = no result given. This is a random part of the collection. About 2.9% of those tested had a hit in this group.

Each structure is followed by: M5 antag	IDE cell inh	M5 ag	CHRM4 PAM	CHRM5 PAM	M4 antag	CRFR2-BP ag	M4 ag	CRFR2-BP antag
Cc1cc(N2CCCCCC2)nc(-c2ccccc2O)n1
 : -3	-2	-6	-2	2	-21	-1.6	-1	11
O=C(NCCCCc1ccccc1)c1cccc(NC(=O)C2CC2)c1
 : 4	x	1	1	-2	3	0.2	5	-3
CC(=O)NCCc1nc2cc(NS(=O)(=O)c3ccccc3)ccc2n1C
 : 0	-5	-4	4	1	-10	-1.3	0	11
CCCCC[C@H](O)/C=C/[C@H]1CCC(=O)[C@@H]1CCCCCCC(=O)N1CCCCC1CO (stereo not given in full)
 : 15	2	4	-15	-16	25	1.3	26	-18
CCC(C)N(C(=O)COC(=O)COc1c(C)cc(C)cc1C)C1CCS(=O)(=O)C1 (stereo not given)
 : -2	-5	-4	10	7	5	-1.1	0	-9
O=C(c1cc(COc2ccc(F)cc2F)on1)N1CCOCC1
 : 5	-4	-4	-3	-3	-2	-0.8	2	2
CCOC(=O)CSc1nnc(CNc2cccc(Cl)c2)n1-c1ccccc1
 : 4	0	3	9	-4	-3	0.0	2	-12
O=C(/C=C/c1ccccc1)c1ccc2c(c1)OCCCCO2
 : -1	0	-5	-3	-1	1	2.5	0	4
CS(=O)(=O)CCC(C(=O)O)N1C(=O)c2ccc(Oc3ccc(Cl)cc3)cc2C1=O (stereo not given)
 : 6	0	-3	4	0	0	-1.5	0	16
O=C(O)c1cccc(NC(=O)C2C3C=CC(C3)C2C(=O)OCC(F)(F)C(F)F)c1 (stereo not given)
 : -3	0	0	11	6	8	1.2	0	-7
Nc1ccc2c(c1)OCCOCCOCCOCCOCCO2
 : 1	2	-1	3	2	5	3.5	2	3
O=C(Nc1ccc(F)c(Cl)c1)c1cc(C2CCCCN2C(=O)c2ccc(Cl)cc2)on1 (stereo not given)
 : 6	x	-1	-1	-6	-14	x	3	x
NS(=O)(=O)c1ccc(CNC(=O)CSc2nc3ccc(Cl)cc3[nH]2)cc1
 : 4	2	1	2	1	-10	-1.3	1	-1
COCCCN1CC23C=CC(O2)C(C(=O)O)C3C1=O (stereo not given)
 : 0	6	3	2	3	-8	3.9	0	-24
Nc1nc(SCc2ccc([N+](=O)[O-])cc2)nc2nc3c(cc12)CCCC3
 : -3	2	-2	-12	1	-6	2.0	8	-5

Brought forward from above: 2 entries, followed by the next part.
Each structure is followed by: M5 antag	IDE cell inh	M5 ag	CHRM4 PAM	CHRM5 PAM	M4 antag	CRFR2-BP ag	M4 ag	CRFR2-BP antag
COCCCN1CC23C=CC(O2)C(C(=O)O)C3C1=O (stereo not given)
 : 0	6	3	2	3	-8	3.9	0	-24
Nc1nc(SCc2ccc([N+](=O)[O-])cc2)nc2nc3c(cc12)CCCC3
 : -3	2	-2	-12	1	-6	2.0	8	-5
COc1cccc(NC(=S)N(CCc2ccc(OC)c(OC)c2)Cc2ccccn2)c1
 : 11	5	3	11	-1	-5	-3.2	2	5
COc1cccc(N2CC(C(=O)Nc3c(C)cccc3C)CC2=O)c1 (stereo not given)
 : 2	4	1	12	6	-8	0.5	0	-4
COC(=O)c1cc(=O)c2c([N+](=O)[O-])ccc(OC)c2o1
 : 0	4	-2	-1	2	3	-3.6	0	17
Cc1cc(C)nc(NS(=O)(=O)c2ccc(N3C(=O)c4ccccc4C3=O)cc2)n1
 : 0	-2	-1	-1	1	-1	-1.3	1	7
CCC1CCCCN1CCCNC(=O)c1cc2c(Cl)nc3ccccc3c2s1 (stereo not given)
 : -7	2	-8	3	11	-5	0.1	2	-1
O=C(C1CCCN(Cc2ccccc2Cl)C1)N1CCCCC1 (stereo not given)
 : 11	-1	-2	-11	-10	2	-1.1	15	9
CSCC[C@H](NC(=O)c1cccnc1)c1nnc2ccccn12
 : 19	0	-3	0	-8	0	6.3	0	23
CCn1c(SCC(=O)Nc2ccc(Cl)cc2)nnc1C1CC1
 : -1	5	1	5	0	-7	-0.7	1	13
CC(=O)Nc1ccc(Sc2ncccc2C(=O)Nc2cc(Cl)cc(Cl)c2)cn1
 : -1	-4	3	-3	-1	-3	10	2	-40
Cc1ccc(S(=O)(=O)N2CCC(C(=O)OCC(=O)N3CC(C)CC(C)C3)CC2)cc1C (stereo not given)
 : 4	-6	-2	-3	-1	-14	-1.4	0	10
COc1ccc(CN2CCN(c3ncnc4scc(-c5ccc(F)cc5)c34)CC2)cc1
 : -2	6	-7	-8	1	-9	0.9	0	-21
CCOc1ccc(NC(=O)CN(C)C(=O)CC2CCCCC2)cc1OCC
 : -6	1	-1	1	2	2	-0.3	1	-1
Cc1ccc(C(=O)NCCCNC(=O)c2ccccn2)cc1
 : -8	4	-4	7	1	-17	1.6	1	-1
Cn1c(SCc2ccccc2F)nnc1-c1ccccn1
 : 9	9	-4	1	-1	-6	-1.9	1	3
Cc1onc(-c2ccccc2)c1C(N)=O
 : -5	4	-1	-5	1	4	1.0	0	5
COc1cc(CNc2nc3ccccc3s2)cc(OC)c1OC
 : 10	2	1	-5	-3	-15	-3.4	9	4
CC(C)(C)c1nnc(NC(=O)c2cccnc2Cl)s1
 : 16	-4	-1	6	-9	0	0.4	1	8
CCOC(=O)c1[nH]c(C)c(C(=O)OCC(=O)N2CCCCC2C)c1C (stereo not given)
 : -5	5	-6	12	14	-15	2.5	3	7
O=C(O)CC(Cc1ccc(Cl)cc1)C(=O)NCC12CC3CC(CC(C3)C1)C2 (stereo not given)
 : 7	-3	-2	-1	-6	5	-2.2	0	2
CC1(C)OC2C(O1)[C@@H](CO)O[C@H]2n1cnc2c(N)ncnc21 (stereo not given in full)
 : -18	1	6	19	15	-7	-2.5	0	3
C/C(=N\NC(=O)c1nnn(-c2nonc2N)c1C(C)C)c1cc(C)sc1C
 : -12	6	6	-4	0	0	0.4	16	7
CCOCCCNC(=O)C1CCN(S(=O)(=O)c2cc(Br)cc3c2N(C(=O)CC)CC3)CC1
 : 21	-1	-4	-11	-3	13	0.2	0	-1
Cc1ccc2c(c1)C(c1ccc([N+](=O)[O-])cc1)=NNC(c1ccc(Br)cc1)=N2
 : 5	2	-6	4	-3	-15	0.4	-1	9
Nn1c(Cc2cccc3ccccc23)nnc1SCc1ccccc1Cl
 : 1	1	-4	4	-1	0	-6.0	0	13
O=C(NCCNc1ccc([N+](=O)[O-])cc1)c1ccccc1Cl
 : 1	x	3	-1	-5	-16	-1.8	6	10
COCCN(C(=O)CCC(=O)Nc1ccccn1)C(C(=O)NC(C)C)c1ccc(C)cc1 (stereo not given)
 : 4	1	-2	-1	3	-5	-1.9	1	2
Cc1ccc(S(=O)(=O)N(Cc2ccccc2)c2ccccc2C(=O)Nc2ccccc2C(=O)NCc2ccco2)cc1
 : 11	4	-4	3	-9	1	19	1	6
CN1CCN(C2CN(Cc3cn(Cc4ccc(F)cc4)nn3)S(=O)(=O)C2)CC1 (stereo not given)
 : 11	x	0	5	-5	2	x	0	x
CCCN(CC(=O)Nc1ccc(C(N)=O)cc1)CC(=O)Nc1cc(Cl)ccc1Cl
 : -6	-6	2	10	2	0	0.8	1	-14
COc1ccc(C(F)(F)F)cc1N/C=C/c1nnnn1-c1ccc(C)cc1
 : 3	-3	2	2	3	-2	0.8	0	9
COC(=O)c1ccc(-n2nnnc2SCC(=O)N2CCCCC2)cc1
 : 1	-1	0	-6	-1	6	-1.6	2	-45
O=C(Cc1ccccc1[N+](=O)[O-])NCCCN1CCOCC1
 : 8	-2	-3	4	3	1	-2.9	1	-7
COc1ccc(NC(=O)CSC2=NN3CCCC(=O)N=C3S2)c(OC)c1
 : 1	-7	-2	4	1	-14	-0.3	3	9
O=C(NCC1CCCO1)c1ccc2c(c1)N(Cc1ccccc1)C(=O)CS2 (stereo not given)
 : 9	0	-9	-13	-5	25	-3.2	2	5
Cc1cc(O)c(Sc2ccc(Cl)cc2)c(=O)[nH]1
 : -9	3	2	6	12	-7	-1.7	0	1
O=c1[nH]c2ccccc2nc1NCCN1CCOCC1
 : -4	3	-3	8	-4	-2	-2.9	0	11
Fc1ccc2nc3c(nc2c1)CCCC3
 : 15	-1	0	-7	-8	1	-1.0	16	-1
COc1ccc(-n2c(=S)[nH]c3ccccc32)cc1
 : -5	2	2	-1	-3	-1	-0.1	0	13
CCOC(=O)C1(C)C=C(Nc2ccc(NC(C)=O)cc2)C(=O)N1c1ccc(NC(C)=O)cc1 (stereo not given)
 : 13	-7	2	-34	-24	2	-0.4	7	-1
CCOc1ccc(C(=O)NCC(=O)OCC(=O)N2C(C)CCCC2C)cc1 (stereo not given)
 : 6	-3	-6	5	5	-1	-1.5	1	2
Cc1ccc2nccc(C(=O)N3CCCC(Nc4ccc(C)c(C)c4)C3)c2c1 (stereo not given)
 : 15	-2	-5	6	-3	-6	0.0	2	9
Cc1cc(/C=N\NC(=O)CC(=O)NC2CCCCC2)c(C)n1-c1ccc(Cl)cc1
 : -9	-3	-1	-1	4	1	-0.1	0	-46
CCc1ccc(N2CC(C(=O)Nc3ccc(S(=O)(=O)N4CCOCC4)cc3)CC2=O)cc1 (stereo not given)
 : -14	2	0	2	2	2	-0.8	0	-2
O=C(c1cc2ccccc2oc1=O)N(c1ccccc1)C1C=CS(=O)(=O)C1 (stereo not given)
 : 2	2	0	11	0	0	-0.1	1	40
Cc1cc(C)cc(CC(Cc2nc3ccccc3[nH]2)c2nc3ccccc3[nH]2)c1 (stereo not given)
 : 13	8	-4	-9	-19	15	-8.8	6	-42
C=CCn1c(SCC#N)nc2sc(CC)cc2c1=O
 : 2	7	-18	-13	-3	0	-4.2	2	20
CCOc1ccc(C(Nc2cccnc2)c2cc(Cl)c3cccnc3c2O)cc1 (stereo not given)
 : 20	2	0	-8	-14	13	0.9	15	-3
CC(NC(=O)C(C(=O)c1cccc([N+](=O)[O-])c1)n1cc(Cl)ccc1=O)c1ccccc1 (stereo not given)
 : 1	-2	0	0	2	-4	-2.6	0	21
Cc1cc(NC(=O)Nc2ccccc2Cl)no1
 : 8	-8	2	1	-3	-3	2.6	0	-30
CC(/C=N/NC(=O)Cn1cnc2c1c(=O)n(C)c(=O)n2C)=C\c1ccccc1
 : 2	-6	0	6	-2	5	0.3	1	7
Cc1nn(-c2ccccc2)c(C)c1/C=N/NC(=O)c1cc(C23CC4CC(CC(C4)C2)C3)[nH]n1
 : 22	-8	-4	-2	-10	-2	1.8	1	28
CCN(CC)S(=O)(=O)c1ccc2oc(C(=O)O)c(C)c2c1
 : -7	2	-3	4	-1	-8	1.1	0	6
CCCCc1cc(=O)oc2cc(C)cc(OCC(=O)NCC3CCC(C(=O)O)CC3)c12 (stereo not given)
 : 7	-1	3	1	-4	-4	-1.1	0	-1
